NCI-60 one-dose screen, 48 h, at 10 µM unless noted. Numbers give growth in % (100 = growth as untreated, 0 = no growth, -100 = all killed).
UACC-257 – UACC-257 melanoma | actives 4.4% (n = 78,000)
UACC-62 – UACC-62 melanoma | AID 1794756 | actives 5.4% (n = 81,000)
EKVX – EKVX NSCLC. actives 3% (n = 71,000)
A549/ATCC – A549/ATCC NSCLC | AID 1794740 | actives 3.7% (n = 81,000)
M14 – M14 melanoma; actives 6.2% (n = 80,000); AID 1794745
HOP-92 – HOP-92 NSCLC cells; actives 6.3% (n = 71,000)
MALME-3M – MALME-3M melanoma; actives 5.8% (n = 78,000)
HOP-62 – HOP-62 NSCLC; actives 3.9% (n = 80,000)
* hit, by the source's call; · = no result given. Rule for the calls: active = growth percent below 10; inactive = the rest.

No.	canonical_smiles	UACC-257	UACC-62	EKVX	A549/ATCC
1	O=Cc1cccc2c([N+](=O)[O-])cccc12	103	97	116	99
2	O=[N+]([O-])c1cc(S(=O)(=O)Oc2ccccc2)ccc1Cl	45	66	65	88
3	Cc1cccc2cc(-c3cc4ccccc4[nH]3)c(=O)oc12	103	78	87	101
4	CCOCCOC(=O)c1ccccc1C(=O)OCCOCC	·	97	111	·
5	CCOC(=O)c1c(C)csc1NC(=O)CSCc1c(F)cccc1Cl	99	65	92	82
6	CCCCCCn1c(-c2ccc(C(=O)O/N=C(\N)c3ccc4c(c3)OCO4)cc2)nc(-c2ccccc2)c1-c1ccccc1	62	48	-34*	-25*
7	N#Cc1ccc(NC(=O)NCCCl)cc1	105	105	99	102
8	O=C(/C=C/Nc1ccc(S(=O)(=O)Nc2cnc3ccccc3n2)cc1)c1cc2cc(Br)ccc2oc1=O	104	89	93	101
9	CCCCCCCCCCOC(=O)C(C)OC(=O)OC (stereo not drawn)	95	107	·	97
10	COC(=O)C1(C(=O)OC)C2CC(C)=C(C)CC21 (stereo not drawn)	88	98	·	101
11	NS(=O)(=O)c1ccc(Nc2nc(N/N=C/c3cccc4ccccc34)nc(Nc3ccccc3)n2)cc1	95	82	80	73
12	CC1(C2CCCC2)NC(=O)NC1=O (stereo not drawn)	102	107	120	93
13	O=C(Nc1ccc(C2=NCCN2)cc1)c1cc(C(=O)Nc2ccc(C3=NCCN3)cc2)cc([N+](=O)[O-])c1	103	97	102	82
14	O=C(/C=C/c1cccc(C(F)(F)F)c1)Nc1ncc(Cc2ccccc2)s1	90	70	92	93
15	CC1(C(=O)OCc2ccccc2)C(=O)C2=C(CCCC2)N1c1ccc([N+](=O)[O-])cc1 (stereo not drawn)	103	70	94	99

No.	M14	HOP-92	MALME-3M	HOP-62
1	98	122	108	102
2	-22*	24	-69*	54
3	91	96	94	85
4	110	82	86	91
5	108	73	92	88
6	56	-57*	28	65
7	129	85	117	108
8	104	104	99	89
9	96	92	106	97
10	118	·	120	113
11	·	109	81	89
12	102	82	111	112
13	100	89	99	108
14	89	89	94	89
15	93	87	95	94

Going on with the list:
No.	canonical_smiles	UACC-257	UACC-62	EKVX	A549/ATCC
16	COc1cnc2c(c1)C(=O)c1c-2n(CCCN2CCCC2)c(=O)c2cc(F)ccc12	-12*	-28*	4.9*	-80*
17	O=C1c2nccnc2C(=O)N1c1c(Cl)cc(Cl)cc1Cl	102	99	108	112
18	COc1cc(-c2nc(N=Nc3c(O)[nH]c4ccccc34)[nH]c(=O)c2C#N)cc(OC)c1OC	100	96	94	104
19	CCCCNc1nc(N)ncc1[N+](=O)[O-]	107	93	104	103
20	O=C(O)CSc1ccc(NC(=O)Nc2ccccc2F)cc1	94	105	110	108
21	O=C(Oc1ccccc1)c1ccccc1Cl	102	107	100	100
22	CSC1=Nc2c(c(C)c(C)n2CCCCCC(=O)O)C2=NC(=O)CN12	84	100	105	86
23	CCC(C)C(=O)Nc1nc(-c2ccc(S(=O)(=O)N(CC)CC)cc2)cs1 (stereo not drawn)	·	64	53	87
24	O=C(CCl)Nc1ccc(NC(=O)c2ccccc2-c2ccccc2C(=O)O)cc1	95	88	102	100
25	O=CN(SSN(C=O)C1CCCCC1)C1CCCCC1	124	86	95	119
26	COc1ccc(Cn2c(C(N)=O)cc3c2-c2nc(N)ncc2CCC3)cc1	102	95	·	94
27	O=C(Nc1cccc(Cl)c1)c1cc(N=Nc2ccc([N+](=O)[O-])cc2Cl)ccc1O	-1.9*	79	70	68
28	CO[C@H]1[C@H](n2ccc(=O)[nH]c2=O)O[C@@](CO)(OC)[C@H]1O	77	93	97	87
29	CC1=CCC[C@@H]2C1(C)CC[C@H](C)[C@@]2(C)CC1=CC(=O)C(SC(C)(C)C)=CC1=O (stereo partly drawn)	90	67	71	73
30	CCc1cc(-c2cc(CC)on2)no1	106	100	106	101

No.	M14	HOP-92	MALME-3M	HOP-62
16	2.1*	-5.4*	-72*	-16*
17	97	43	89	90
18	99	87	94	103
19	105	101	141	90
20	109	·	144	109
21	102	90	101	·
22	96	92	168	97
23	93	72	81	93
24	99	94	·	98
25	93	135	74	95
26	97	·	·	100
27	103	28	44	73
28	94	118	97	86
29	89	75	82	98
30	107	88	101	107

(continued)
No.	canonical_smiles	UACC-257	UACC-62	EKVX	A549/ATCC
31	Brc1ccc(Br)nn1	-68*	32	-95*	5.9*
32	NS(=O)(=O)c1ccc(Nc2ncc3c(n2)CC(c2ccccc2)CC3=O)cc1 (stereo not drawn)	113	93	105	105
33	COc1ccc(-c2nn(-c3ccccc3)cc2/C=C2\SC(=Nc3ccc(C)cc3)NC2=O)cc1	104	85	93	97
34	Cc1ccccc1NC(=S)Nc1ccccc1O	·	97	105	·
35	O=C1NC(c2ccccc2)=CC(c2ccc3c(c2)OCO3)N1 (stereo not drawn)	104	92	99	94
36	COCn1c(C(=O)OC)cc2oc(/C=C3/NC(=S)NC3=O)cc21	100	103	126	101
37	C=C(C)[C@@H]1CC[C@]2(CO)CC[C@]3(C)[C@H](CC[C@@H]4[C@@]5(C)C/C(=C/c6ccco6)C(=O)C(C)(C)[C@@H]5CC[C@]43C)[C@@H]12	102	94	104	102
38	COc1ccc(C2CC(c3ccco3)=NN2c2ccc(S(=O)(=O)NC(=O)NCc3ccccc3)cc2)cc1 (stereo not drawn)	98	105	·	93
39	Clc1ccccc1-c1nc2ccccc2[nH]1	113	98	90	105
40	CN(C)c1oc(-c2nc(C#N)c(N(C)C)o2)nc1C#N	102	100	105	107
41	Cc1c(N=Cc2ccc(/C=C3/SC(=O)NC3=O)cc2)c(=O)n(-c2ccccc2)n1C	118	89	115	111
42	COc1ccc(Cl)cc1[N+](=O)[O-]	107	104	109	95
43	CCCCCCCCCCCCCCCCCCCCCCCCCC(=O)OCCCCCCCCCCCCCC	102	105	95	95
44	CCOC(=O)c1ccc(OC)cc1	104	103	103	101
45	O=C(c1cc2cc(OCCCN3CCC3)ccc2[nH]1)N1C[C@@H](CCl)c2c1cc(OCc1ccccc1)c1ccccc21	-23*	-83*	-46*	-19*

No.	M14	HOP-92	MALME-3M	HOP-62
31	-76*	-65*	-91*	·
32	·	104	126	109
33	106	32	102	103
34	105	87	101	94
35	97	91	101	98
36	109	93	116	94
37	110	107	107	109
38	102	81	107	103
39	86	92	101	92
40	108	102	104	103
41	96	96	105	106
42	128	56	·	107
43	107	·	108	101
44	106	101	97	109
45	-79*	-19*	-74*	-44*

Later entries.
No.	canonical_smiles	UACC-257	UACC-62	EKVX	A549/ATCC
46	CCC(=O)OCC(=O)COC(=O)CC	101	104	·	100
47	Nc1cc(N)c2c(c1)C(=O)c1ccccc1-2	78	93	101	103
48	Cc1ccc(C(=O)NC(=S)N2CCN(c3ncnc4c3cnn4-c3ccccc3)CC2)cc1	86	62	70	63
49	CCCCC1CCc2cccc3c(SCC(=O)N(C)c4ccc(Oc5ccccc5)cc4)cc[n+]1c23 (stereo not drawn)	113	88	106	103
50	O=C1c2cccc(NCCN=Cc3cc([N+](=O)[O-])ccc3O)c2C(=O)c2c(NCCN=Cc3cc([N+](=O)[O-])ccc3O)cccc21	104	90	87	85
51	CN(Cc1ccc(C(F)(F)F)nc1)c1cc(C(=O)Nc2ccccc2)ncn1	100	77	101	94
52	Cc1cccc(OCC(=O)O)c1	105	108	95	98
53	Cc1ccc(N2CCN(C(=O)c3c(-c4ccccc4)nnc4ccccc34)CC2)c(C)c1	94	70	104	97
54	CN(C)CCOc1nc2c3ccncc3cc(-c3cccc(Cl)c3)c2c2cnccc12	47	25	37	16
55	COc1ccc(C2OC23Cc2ccccc2C3=O)cc1OC (stereo not drawn)	114	95	·	105
56	CC(C)OC(=O)CO	101	115	·	103
57	CC(CC(=O)c1ccccc1)=NCCCN=C(C)CC(=O)c1ccccc1	126	95	·	114
58	Cc1c(O)ccc(SC#N)c1C	107	95	121	108
59	Cc1sc2nc(NCCO)[nH]c(=O)c2c1C	78	95	98	76
60	NC(=O)CSc1nc2ccccc2c(=O)n1CCc1ccc(S(N)(=O)=O)cc1	102	101	101	97

No.	M14	HOP-92	MALME-3M	HOP-62
46	105	·	103	106
47	113	75	113	97
48	72	55	64	76
49	100	115	103	107
50	102	62	85	55
51	103	70	98	115
52	95	98	106	98
53	88	103	86	96
54	26	56	40	44
55	106	75	104	105
56	105	108	94	97
57	106	99	83	100
58	97	92	129	100
59	93	101	98	80
60	106	109	108	101

(next part)
No.	canonical_smiles	UACC-257	UACC-62	EKVX	A549/ATCC
61	CCN(CC)c1ccc(NC(C(=O)c2ccccc2)c2ccccc2)cc1 (stereo not drawn)	68	28	·	92
62	CN(C)CCOc1ccc(-c2nc3ccc(-c4nc5ccc(N6CCN(C)CC6)cc5[nH]4)cc3[nH]2)cc1	41	2.8*	84	64
63	O=C(/C=C/C(=O)Oc1ccccc1C(=O)O)Oc1ccccc1C(=O)O	111	108	·	106
64	Cn1cc(CC2CC(=O)N(c3ccccc3)C2=O)sc1=Nc1ccccc1 (stereo not drawn)	102	94	91	100
65	S=C1NCCOc2ccccc21	95	111	103	102
66	O=C1NC(=O)/C(=C/c2cc3ccccc3nc2Cl)S1	89	82	87	95
67	CCOc1cccc(C2CC(=O)Nc3cc4c(cc32)OCO4)c1 (stereo not drawn)	95	91	84	94
68	N#CC(C#N)N=Nc1cccnc1	123	·	100	102
69	O=C(O)c1cc([N+](=O)[O-])ccc1Oc1ccccc1	97	103	98	100
70	CC(C)C(=O)NC1CCCCC1	107	101	111	109
71	O=C1CCN(C(=O)Cc2ccccc2)c2ccccc21	100	109	110	101
72	O=C(Cn1c(=O)[nH]c2ccccc2c1=O)NCc1n[nH]c(=S)o1	97	91	95	99
73	O=C1c2cccc3c(-c4ccc(-c5nc6c7ccccc7c7ccccc7c6[nH]5)cc4)ccc(c23)C(=O)N1C1CCCCC1	107	92	84	96
74	Cc1nn(-c2ccc(Cl)cc2)c(C)c1N=Nc1ccc(Br)cc1	104	85	92	86
75	CSc1nc(N)c(C=O)c(=O)n1C	100	111	110	95
76	Cc1nnc(/N=C2\NC(=O)/C(=C/c3ccsc3)S2)s1	108	102	94	100

No.	M14	HOP-92	MALME-3M	HOP-62
61	23	74	29	123
62	51	62	24	70
63	96	102	·	94
64	96	73	87	86
65	92	81	·	108
66	71	82	95	81
67	102	·	83	87
68	99	85	86	106
69	106	66	81	101
70	104	118	98	107
71	104	114	·	103
72	96	91	90	96
73	·	105	117	100
74	95	·	98	93
75	104	93	108	113
76	92	97	81	81

16 of the compounds above, as tab-separated lines:
entry	SMILES	UACC-257	UACC-62	EKVX	A549/ATCC	M14	HOP-92	MALME-3M	HOP-62
58	Cc1c(O)ccc(SC#N)c1C	107	95	121	108	97	92	129	100
59	Cc1sc2nc(NCCO)[nH]c(=O)c2c1C	78	95	98	76	93	101	98	80
60	NC(=O)CSc1nc2ccccc2c(=O)n1CCc1ccc(S(N)(=O)=O)cc1	102	101	101	97	106	109	108	101
61	CCN(CC)c1ccc(NC(C(=O)c2ccccc2)c2ccccc2)cc1 (stereo not drawn)	68	28	·	92	23	74	29	123
62	CN(C)CCOc1ccc(-c2nc3ccc(-c4nc5ccc(N6CCN(C)CC6)cc5[nH]4)cc3[nH]2)cc1	41	2.8*	84	64	51	62	24	70
63	O=C(/C=C/C(=O)Oc1ccccc1C(=O)O)Oc1ccccc1C(=O)O	111	108	·	106	96	102	·	94
64	Cn1cc(CC2CC(=O)N(c3ccccc3)C2=O)sc1=Nc1ccccc1 (stereo not drawn)	102	94	91	100	96	73	87	86
65	S=C1NCCOc2ccccc21	95	111	103	102	92	81	·	108
66	O=C1NC(=O)/C(=C/c2cc3ccccc3nc2Cl)S1	89	82	87	95	71	82	95	81
67	CCOc1cccc(C2CC(=O)Nc3cc4c(cc32)OCO4)c1 (stereo not drawn)	95	91	84	94	102	·	83	87
68	N#CC(C#N)N=Nc1cccnc1	123	·	100	102	99	85	86	106
69	O=C(O)c1cc([N+](=O)[O-])ccc1Oc1ccccc1	97	103	98	100	106	66	81	101
70	CC(C)C(=O)NC1CCCCC1	107	101	111	109	104	118	98	107
71	O=C1CCN(C(=O)Cc2ccccc2)c2ccccc21	100	109	110	101	104	114	·	103
72	O=C(Cn1c(=O)[nH]c2ccccc2c1=O)NCc1n[nH]c(=S)o1	97	91	95	99	96	91	90	96
73	O=C1c2cccc3c(-c4ccc(-c5nc6c7ccccc7c7ccccc7c6[nH]5)cc4)ccc(c23)C(=O)N1C1CCCCC1	107	92	84	96	·	105	117	100

Compound activity: PubChem BioAssay, NCI
